Compound activity from PubChem BioAssay.
TNAP act mid DEA: activates human TNAP at intermediate phosphate acceptor concentration | P05186 | purified TNAP, CDP-star luminescence, 100 mM DEA, 30 min; stronger effect = higher value; scale: 0 levamisole-inhibited, 1 vehicle-only enzyme | activation factor at 20 µM | 64,000 tested, under 10 active | AID 813;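 active = activation factor of at least 2 at 20 µM, relative to controls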
RORa activator: activators of human nuclear receptor RORA; P35398; CHO-K1 Gal4-RORA LBD luciferase reporter, luminescence; percent increase over mock-subtracted basal signal; activation, % at 10 µM; actives 1.5% (n = 65,000);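 active = activation above the mean of all tested compounds plus 3 SD, cut at about 49% in these data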;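 note: 0% = DMSO-treated RORA cells and 100% = added signal equal to DMSO minus mock-transfected cells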
Target sequence (P35398 whole entry, looked up, the tested form may be a part): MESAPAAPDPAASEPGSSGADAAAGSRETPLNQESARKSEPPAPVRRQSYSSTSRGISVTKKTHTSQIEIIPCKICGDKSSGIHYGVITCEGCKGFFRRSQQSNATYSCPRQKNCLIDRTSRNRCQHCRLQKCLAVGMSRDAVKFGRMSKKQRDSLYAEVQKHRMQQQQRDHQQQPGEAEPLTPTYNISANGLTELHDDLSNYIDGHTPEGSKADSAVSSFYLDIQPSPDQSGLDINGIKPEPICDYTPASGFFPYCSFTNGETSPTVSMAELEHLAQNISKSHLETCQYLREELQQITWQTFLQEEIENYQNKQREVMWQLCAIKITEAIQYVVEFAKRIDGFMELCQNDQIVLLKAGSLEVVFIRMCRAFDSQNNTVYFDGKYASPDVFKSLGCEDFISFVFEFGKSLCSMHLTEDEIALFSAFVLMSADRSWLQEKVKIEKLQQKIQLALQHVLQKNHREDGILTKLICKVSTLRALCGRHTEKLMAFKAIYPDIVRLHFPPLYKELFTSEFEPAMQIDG
NADH enzymes: inhibition of NAD/NADH coupling enzymes, library profiling; coupled PK/LDH NADH assays, four targets; IC50, µM (top dose mostly 10 µM), for the others: at the highest dose inhibition; actives 0.02% (n = 65,000); AID 774;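 active = single-dose screening hits from any of four coupled enzyme assays that gave an IC50 when retested across doses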;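 note: the DPM-DC format reads NADH fluorescence rather than 340 nm absorbance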
Abs 340nm: compound absorbs light at 340 nm | compound absorbance at 340 nm, fold over control | fold change at 10 µM | 65,000 tested, under 10 active;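 active = at 10 µM dose, initial 340 nm absorbance at least 2 fold that of control wells; inactive = change under 2 fold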;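 note: initial absorbance extrapolated from kinetic A340 decline of NADH oxidation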
5HT1a ag: activates the human 5-HT1a serotonin receptor | activation, % at 10 µM | AID 567 | actives 0.56% (n = 65,000) | CHO 5-HT1a Ga15 NFAT-bla reporter, FRET ratio; 0% basal, 100% maximal reference agonist;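 active = activation above the screen-wide mean activation plus 3 SD, cut at about 19% in these data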;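 note: 0% = DMSO wells and 100% = 5-CT at EC100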
Target sequence (P08908 whole entry, looked up): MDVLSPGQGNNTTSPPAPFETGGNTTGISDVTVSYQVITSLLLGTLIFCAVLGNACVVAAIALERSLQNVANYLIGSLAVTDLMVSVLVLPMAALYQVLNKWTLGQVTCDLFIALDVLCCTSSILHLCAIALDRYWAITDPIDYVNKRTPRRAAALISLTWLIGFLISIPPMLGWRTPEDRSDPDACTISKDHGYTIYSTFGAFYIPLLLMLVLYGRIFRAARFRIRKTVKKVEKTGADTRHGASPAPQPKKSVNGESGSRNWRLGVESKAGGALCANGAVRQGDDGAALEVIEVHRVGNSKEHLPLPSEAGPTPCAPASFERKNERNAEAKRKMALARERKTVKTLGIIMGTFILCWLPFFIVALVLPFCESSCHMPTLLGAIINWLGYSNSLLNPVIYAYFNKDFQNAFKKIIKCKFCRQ
SF-1 act: activates the human nuclear receptor SF-1 | activation, % at 10 µM | actives 1.9% (n = 65,000) | CHO-K1 Gal4-SF-1 LBD luciferase reporter; % increase over DMSO SF-1-specific signal | Q13285;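 active = activation above the mean activation of all tested compounds plus 3 SD, cut at about 50% in these data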
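material = CHO-K1 cells with Gal4–hSF-1 LBD chimera plus Gal4-driven luciferase | compound = 10 µM single point, 1% DMSO | incubation = 20 h compound exposure at 37 °C after 1 h cell settling | measured by = SteadyLite luciferase luminescence | evaluation = percent activation relative to DMSO median and mock-transfected background | control set = DMSO negative control and −SF1 background wells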
Fluor 339 460: intrinsic fluorescence of library compounds, ex339/em460 – biochemical, MLSMR library, data from DPM-DC assay, artefact control, profiling panel. fluorescence fold increase at 10 µM. AID 709. compound autofluorescence, ex339/em460 nm, NADH buffer; stronger effect = higher value; 1 = no-compound wells, NADH background. actives 5.5% (n = 65,000);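 active = at 10 µM, mean starting fluorescence two-fold or more over control wells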;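 note: signal is the first read of a kinetic run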
MMP-13 inhibitor: blocks human MMP13 activity; P45452; AID 570; inhibition, % at 4 µM; MMP-13 fTHP FRET cleavage, Mca fluorescence; actives 0.07% (n = 65,000);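 active = inhibition above the mean of compound-free control plate wells plus 3 SD, cut at about 14% in these data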;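 note: 0% = DMSO wells and 100% = wells with reference MMP-13 inhibitor after basal subtraction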
5-HT1A blocker: blocks the human serotonin 5-HT1a receptor; P08908; CHO 5-HT1a Ga15 NFAT-bla reporter, antagonist mode; inhibition, % at 10 µM; actives 0.68% (n = 62,000);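 active = inhibition above the mean of all tested compounds plus 3 SD, cut at about 43% in these data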;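 note: receptor stimulated by 5-CT agonist at 100 nM near EC80; beta-lactamase reporter measured by ratiometric fluorescence of a cleavable substrate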
Active calls of the source: *; . = not tested or not shown; [ ] = another dose, or the depositor's remark.

SMILES	TNAP act mid DEA	RORa activator	NADH enzymes	Abs 340nm	5HT1a ag	SF-1 act	Fluor 339 460	MMP-13 inhibitor	5-HT1A blocker
Cc1ccc(S(=O)(=O)Cn2nnnc2C(c2ccccn2)N2CCN(c3ccccc3)CC2)cc1 (configuration not stated)	0.9	4.8	10.0%	1	0.0	0.4	1.07	0.2	4.0
Cc1ccc(-c2noc(CCC(=O)NCCc3ccccc3Cl)n2)cc1	0.9	6.6	5.0%	0.99	-0.9	-0.9	1.05	6.2	14.1
O=C(C1=C(O)C(=O)N(CCCN2CCOCC2)C1c1ccccn1)c1cc2ccccc2o1 (configuration not stated)	1	9.0	1.0%	1.04	1.9	-3.2	1.09	5.0	.
CCN(CC)c1ccc(CN(C(=O)c2ccco2)C2CCS(=O)(=O)C2)cc1 (configuration not stated)	1.1	-4.2	4.0%	0.99	1.2	-11.0	1.06	2.9	10.1
O=C(CCN1CCCCC1c1cccnc1)NCc1ccccc1 (configuration not stated)	0.9	-1.2	3.0%	1.03	-4.3	-23.8	1.15	-3.2	-7.8
Cc1nnc2sc(-c3ccc(NC(=O)CSc4ccc(Cl)cc4)cc3)nn12	0.9	10.6	4.0%	1.08	-6.2	6.2	1.59	-3.0	7.6
Cc1c(NS(=O)(=O)c2ccc(Br)s2)c(=O)n(-c2ccccc2)n1C	0.9	-7.0	6.0%	1.04	1.4	8.9	1.11	4.1	13.8
COCC(=O)/C=C1\Sc2ccccc2N1C	0.9	-4.7	4.0%	1.24	-1.7	-5.7	0.98	-0.6	-24.2
Cc1cc(C)c2nc(-c3ccccn3)cc(C(=O)Nc3cc(C)on3)c2c1	0.8	-14.5	13.0%	1.1	-3.6	8.3	3.15*	-31.5	-5.7
COc1ccc(-c2cc3c(=O)n(CC(=O)NC4CCN(Cc5ccccc5)CC4)ncn3n2)cc1	0.9	-7.6	11.0%	1	-4.0	7.8	1.16	1.8	-16.3
CCOc1ccccc1C(=O)N(Cc1cccs1)C1CCS(=O)(=O)C1 (configuration not stated)	0.9	10.6	5.0%	0.98	0.2	0.6	1.09	-0.7	-2.2
O=C(CCN1CCN(c2ccc(Cl)cc2)CC1)Nc1ccccc1F	0.9	-16.5	4.0%	0.98	0.4	13.9	1.05	-6.3	-1.4
CCc1ccc(CCC(=O)Nc2nc(CC(C)=O)ns2)o1	0.9	-4.6	6.0%	0.99	0.3	10.1	1.08	7.4	-16.8
COc1ccc(NC(=O)CN(c2cc(C)cc(C)c2)S(=O)(=O)c2c(C)n[nH]c2C)cc1	0.9	25.4	10.0%	1	-0.9	-33.8	1.02	4.9	3.7
COCCNS(=O)(=O)c1cc(F)ccc1OC	0.8	-1.2	1.0%	1	-0.4	-11.1	1.05	7.3	2.0
COCC(C)n1c(C)cc(C(=O)COC(=O)c2ccc(N3CCCC3=O)cc2)c1C (configuration not stated)	1	-2.8	5.0%	1.05	-0.7	-6.0	1.04	-3.9	19.3
COC(=O)c1c(C(=O)OC)c2oc3ccccc3n2c1Cl	1	8.1	5.0%	1.04	-0.9	-11.0	1.12	0.6	-2.7
CC(SCC(=O)Nc1ccc(S(=O)(=O)N2CCCCC2)cc1)C(=O)O (configuration not stated)	0.9	3.6	5.0%	1.01	1.4	-19.9	1.12	-3.9	-7.9
C=C(C)CSc1nc(C)c(Cc2ccccc2)c(=O)[nH]1	0.9	1.5	9.0%	1.01	-0.8	1.6	1.03	2.9	3.3
Cn1c(=O)[nH]c(=O)c2[nH]c(N(Cc3ccccc3)Cc3ccccc3)nc21	0.9	19.3	3.0%	1.01	2.4	15.4	1.12	-0.8	-5.9
CC(=O)N(C)c1ccc(NC(=O)c2ccccc2C(=O)O)cc1	0.8	2.9	0.0%	1.02	-2.6	-0.4	1.09	3.3	2.1
CC1(C)CC(NC(=O)CCc2ccccc2)CC(C)(C)N1	0.9	-20.6	6.0%	1	-1.0	-10.8	1.07	0.1	-8.5
CCOC(=O)C1CCCN(S(=O)(=O)c2ccc(Br)s2)C1 (configuration not stated)	0.9	2.1	5.0%	1.04	-0.6	12.6	1.07	0.6	0.6
COc1ccc(C(=O)NCC(C)CN(C)C)cc1 (configuration not stated)	0.8	7.0	7.0%	0.99	-4.2	-13.9	1.1	4.0	10.1
Cc1cccn2c(=O)c3cc(C(=O)NCCCN4CCCC4=O)n(C)c3nc12	.	1.6	6.0%[fluoresces]	1.1	-4.5	10.9	4.98*	-111.8[fluorescence artefact?]	-0.5

(continued)
SMILES	TNAP act mid DEA	RORa activator	NADH enzymes	Abs 340nm	5HT1a ag	SF-1 act	Fluor 339 460	MMP-13 inhibitor	5-HT1A blocker
COc1ccc(N2CCN(C(CNS(=O)(=O)c3cccs3)c3cccnc3)CC2)cc1 (configuration not stated)	0.9	-1.4	9.0%	1.03	1.9	-11.9	1.09	5.8	-8.1
CCOC(=O)c1ccc(N2C(=O)C(C)=C(C)C2=O)cc1	1	2.7	2.0%	1.02	0.0	-4.3	1.06	-8.1	0.1
O=C(NC1CCCCC1)n1c(=O)oc2cc(S(=O)(=O)N3CCCCC3)ccc21	0.9	5.5	8.0%	1.03	1.8	6.7	1.12	0.7	12.4
Cn1c(=O)c2c(ncn2CCCNC2=CC(C)(C)CC(=O)C2)n(C)c1=O	0.9	9.4	5.0%	1.04	-1.6	-8.3	1.08	-0.6	-2.6
COc1ccc(OC)c(NC(=O)C2C3CCC(O3)C2C(=O)O)c1 (configuration not stated)	1	15.4	1.0%	1.05	-2.6	-28.1	1.19	3.4	-10.0
COc1ccccc1C1(CC(=O)N2CCOCC2)CCOC(C(C)C)C1 (configuration not stated)	0.9	-5.1	3.0%	0.98	0.6	-10.1	1.02	7.8	.
CCOc1ccccc1C1C(C(N)=O)=C(C)Nc2nc(-c3ccc(OC)cc3)nn21 (configuration not stated)	0.9	-7.8	9.0%	0.98	-2.7	0.3	1.36	-8.7	-7.0
O=C(COC(=O)C1CC(=O)N(c2ccccc2)C1)c1ccccc1 (configuration not stated)	0.9	-12.9	2.0%	1	-0.5	-1.1	1.06	1.8	-2.0
CCCn1c(SCC(=O)N2CCN(c3ccc(OC)cc3)CC2)nc2c1c(=O)n(C)c(=O)n2C	1	-14.0	0.0%	1.03	-1.2	-17.1	1.13	4.3	-1.1
Cn1nnnc1SCCOc1ccc(C#N)cc1	1.1	-0.3	3.0%	1.01	-1.1	3.0	1.13	-12.4	-8.2
COc1ccc(NC(=O)CCCn2c(=O)[nH]c3ccccc3c2=O)cc1	0.8	7.9	6.0%	0.98	-0.4	15.3	1.04	-3.5	-6.8
CCCn1c(=O)c(C(=O)Nc2c(C)n(C)n(-c3ccccc3)c2=O)c(O)c2ccccc21	0.9	-18.4	6.0%	1.04	-2.3	-8.4	1.11	2.3	-8.2
CC(=O)Nc1ccccc1OCc1nnc(-c2cccs2)o1	0.9	-10.3	1.0%	0.99	1.2	2.9	1.05	0.7	-5.4
Cc1cc(NC(=O)CSc2ccc3c(c2)OCCO3)no1	1	-6.4	5.0%	1.01	-3.0	-10.5	1.02	3.5	0.4
COc1cccc(-c2cc(C(=O)N3CCCc4ccccc43)no2)c1	0.9	13.2	1.0%	1.01	-3.8	19.4	1.06	-3.3	20.8
O=C(NC1CCCCC1)N1CCCC(c2nc3ccccc3[nH]2)C1 (configuration not stated)	0.9	-9.8	1.0%	1.02	-2.0	-6.2	1.05	3.7	1.0
Cc1nc2n(n1)CC(O)CS2 (configuration not stated)	0.9	5.3	7.0%	1.01	-1.3	-16.6	1.12	-6.5	-5.8
Cn1c(SCC(=O)Nc2ccccc2)nc(O)cc1=O	1	5.1	0.0%	1.05	-2.3	-17.7	1.16	2.8	0.2
Cc1ccc(S(=O)(=O)N2CCC(C(=O)N[C@@H](C)C(=O)NCC3CCCO3)CC2)cc1 (some centres not stated)	0.9	-7.7	0.0%	1.04	-0.7	-3.0	1.08	-1.9	0.2
Cc1ccc(OC(C)C(=O)N2CCc3ccccc32)cc1 (configuration not stated)	0.9	6.9	6.0%	1.02	0.7	5.0	1.04	-0.6	-8.5
Cc1cc(=O)oc2c1ccc1oc(/C(=N/O)c3ccccc3)c(C)c12	0.8	13.2	3.0%	1.06	0.9	-2.5	1.08	-1.3	-4.7
CC(C)(C)C(=O)N=C1SC2CS(=O)(=O)CC2N1c1ccc2c(c1)OCO2 (configuration not stated)	0.9	-8.8	3.0%	0.99	0.3	12.5	1.02	1.9	-3.7
O=S1(=O)C=CC(N2CCOCC2)C1 (configuration not stated)	1	.	4.0%	1.04	.	.	1.08	.	.
Cc1cccc(C)c1NC(=O)N1CCC(c2nc3ccccc3o2)CC1	1	-22.4	0.0%	0.99	-1.6	-13.7	1.15	-1.5	14.0
Cn1c(=O)c2c(nc(SCCN3CCOCC3)n2Cc2ccc(Cl)cc2)n(C)c1=O	0.9	7.6	6.0%	1.04	-1.0	-4.3	1.04	1.9	-10.0

Profiles as entered above. Screens in order: TNAP act mid DEA | RORa activator | NADH enzymes | Abs 340nm | 5HT1a ag | SF-1 act | Fluor 339 460 | MMP-13 inhibitor | 5-HT1A blocker
Entry for Cc1nc2n(n1)CC(O)CS2 (configuration not stated) → 0.9 | 5.3 | 7.0% | 1.01 | -1.3 | -16.6 | 1.12 | -6.5 | -5.8
Entry for Cc1ccc(S(=O)(=O)N2CCC(C(=O)N[C@@H](C)C(=O)NCC3CCCO3)CC2)cc1 (some centres not stated) → 0.9 | -7.7 | 0.0% | 1.04 | -0.7 | -3.0 | 1.08 | -1.9 | 0.2
Entry for Cn1c(=O)c2c(nc(SCCN3CCOCC3)n2Cc2ccc(Cl)cc2)n(C)c1=O → 0.9 | 7.6 | 6.0% | 1.04 | -1.0 | -4.3 | 1.04 | 1.9 | -10.0

The listing continues:
SMILES	TNAP act mid DEA	RORa activator	NADH enzymes	Abs 340nm	5HT1a ag	SF-1 act	Fluor 339 460	MMP-13 inhibitor	5-HT1A blocker
O=C(O)CCc1nc(-c2ccccc2Cl)no1	1	-19.9	7.0%	1	-4.3	3.5	1.25	2.8	-2.3
O=C(NCc1ccccc1)/C(=N\O)c1ccccc1	0.9	-0.7	2.0%	1.01	-1.6	28.4	1.07	8.1	.
O=C(COc1cc(=O)n2c(n1)SCCC2)c1ccccc1	0.9	-14.8	3.0%	0.99	1.4	0.4	1.03	1.6	-9.2
O=C(C1CCN(S(=O)(=O)Cc2ccccc2)CC1)N1CCCc2ccccc21	1	12.2	1.0%	1	-2.5	21.4	1.08	-3.6	-7.2
Cc1nc(=O)c(-c2ccccc2)c(C)n1-c1ccc(C(=O)O)cc1	1	-2.6	7.0%	1	0.4	10.2	1.09	-0.9	-2.6
c1cnn(-c2cc(N3CCOCC3)ncn2)c1	1	-3.0	2.0%	0.99	42.0*	-4.5	1.09	-2.0	-2.6
CC1CCCCN1S(=O)(=O)c1ccc2c(c1)CCN2C(=O)C1CCC1 (configuration not stated)	0.9	5.0	4.0%	0.98	-2.6	2.7	1.16	0.9	4.0
CCCCOC(=O)c1[nH]c2c(c1C)C(=O)CC(c1cc(OC)c(OC)c(OC)c1)C2 (configuration not stated)	0.9	-63.6	4.0%	0.96	1.4	-54.0	1.04	1.9	25.1
Cn1c(=O)n(CCc2ccccc2)c(=O)c2c1nc1n2CCCN1Cc1ccccc1	1	0.8	2.0%	1.03	3.6	18.1	1.13	7.3	4.6
Cc1ccc(-c2nc3ccccc3c(=O)n2CCCN2CCOCC2)cc1	0.9	25.8	6.0%	1.04	0.6	2.8	1.09	-2.5	0.9
O=C(CSCCc1ccccn1)Nc1cccnc1	0.9	11.9	3.0%	1	-1.0	-8.4	1.08	3.6	-12.7
